FLuc inh counter: Photinus pyralis luciferase inhibition counter-screen; ATPLite firefly luciferase biochemical luminescence, 10 min; AID 1006; inhibition, % at 10 µM; 200,000 compounds, 1.5% hits; P08659;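 active = inhibition above about 50% when tested at 10 µM, limit read from the data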
Target sequence (P08659 whole entry, looked up): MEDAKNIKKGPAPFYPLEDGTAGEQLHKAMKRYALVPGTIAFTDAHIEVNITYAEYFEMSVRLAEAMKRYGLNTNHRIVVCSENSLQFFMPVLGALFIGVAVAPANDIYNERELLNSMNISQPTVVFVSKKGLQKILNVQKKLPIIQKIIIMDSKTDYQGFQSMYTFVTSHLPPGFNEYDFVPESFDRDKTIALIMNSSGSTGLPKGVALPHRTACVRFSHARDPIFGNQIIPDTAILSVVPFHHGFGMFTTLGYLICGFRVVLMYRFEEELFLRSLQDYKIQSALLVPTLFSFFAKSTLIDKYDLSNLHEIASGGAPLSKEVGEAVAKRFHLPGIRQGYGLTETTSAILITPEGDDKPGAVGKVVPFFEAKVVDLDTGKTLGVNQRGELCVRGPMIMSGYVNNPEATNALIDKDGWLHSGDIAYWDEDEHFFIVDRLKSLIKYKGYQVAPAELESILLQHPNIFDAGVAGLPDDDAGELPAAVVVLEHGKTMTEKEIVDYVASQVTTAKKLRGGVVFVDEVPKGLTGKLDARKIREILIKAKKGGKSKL
STAT3 activator: STAT3 signaling activation. U3A cells, IL-6 STAT3-luciferase reporter, luminescence; 100% = signal with IL-6 EC80 alone. activation (% of control), % at 5.6 µM. 190,000 compounds, 0.91% hits;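 active = activation above the screen-wide mean of compound activation plus 3 SD, cut at about 130% in these data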;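 note: 0% = background luminescence of wells with medium and substrate only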
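Material: human U3A cells carrying STAT3-luciferase construct. Measured by: reporter luminescence signal. Timing: compound 1 h, then IL-6 6 h at 37 °C.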
STAT3 blocker: reduces IL-6 driven STAT3 reporter signal | U3A cells, IL-6 STAT3-luciferase reporter, luminescence; host cell line lacks STAT1 | inhibition, % at 5.5 µM | 190,000 compounds, 0.89% hits;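 active = inhibition above the mean inhibition across all screened compounds plus 3 SD, cut at about 44% in these data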;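 note: 0% = DMSO only wells and 100% = 100 µM nifuroxazide control wells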
FLuc act counter: firefly luciferase counter-screen for stimulation assays; P08659; ATPlite luciferase biochemical, luminescence, 10 min; 0 = ATP-free wells, 1 = DMSO control; activation factor at 10 µM; 200,000 tested, under 10 active; AID 1027;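 active = luciferase activation factor, scaled between plate controls, of at least 2 with compound at 10 µM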
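Assay system: Luciferase/luciferin detection reagent, cell-free biochemical luciferase assay / Also added: ATP substrate / Schedule: 10 min at ambient temperature / Measured by: luminescence measurement of luciferase light output / Benchmarks: low control with PBS replacing ATP, high control enzyme plus ATP without compound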
APP 5'UTR act: APP 5'UTR luciferase reporter activation; SH-SY5Y APP 5'UTR luciferase reporter, luminescence; zero percent = DMSO vehicle wells; activation, % at 2 µM; 190,000 compounds, 1% hits;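 active = activation above a set limit, based on mean plus 3 SD of controls, cut at about 140% in these data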; note: values of inactives mirror those of a sister screen read the other way
STAT1 activator: increases IFN-gamma driven STAT1 reporter signal; NIH 3T3 STAT1-luciferase reporter, luminescence; 100% = IFN-gamma alone, no compound; activation (% of control), % at 5.5 µM; 200,000 compounds, 2.6% hits; AID 932;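 active = activation above the screen-wide mean activation plus 3 SD, cut at about 130% in these data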;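 note: raw ratio to IFN-gamma control signal so 100% means no change and 0% no light; values of inactives mirror those of a sister screen read the other way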
ROMK mod: modulators of human ROMK potassium channel. Tet-inducible ROMK, thallium flux fluorescence; actives lie on both sides. AID 1918. P48048. B-score at 10 µM. 130,000 compounds, 2% hits;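 active = signal ratio slope over the read window, or its plate-corrected B-score, at least 3 SD from the plate mean, either direction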;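 note: B-score of the F/F0 ratio slope over 7 to 12 s after thallium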
Target sequence (P48048 whole entry, looked up): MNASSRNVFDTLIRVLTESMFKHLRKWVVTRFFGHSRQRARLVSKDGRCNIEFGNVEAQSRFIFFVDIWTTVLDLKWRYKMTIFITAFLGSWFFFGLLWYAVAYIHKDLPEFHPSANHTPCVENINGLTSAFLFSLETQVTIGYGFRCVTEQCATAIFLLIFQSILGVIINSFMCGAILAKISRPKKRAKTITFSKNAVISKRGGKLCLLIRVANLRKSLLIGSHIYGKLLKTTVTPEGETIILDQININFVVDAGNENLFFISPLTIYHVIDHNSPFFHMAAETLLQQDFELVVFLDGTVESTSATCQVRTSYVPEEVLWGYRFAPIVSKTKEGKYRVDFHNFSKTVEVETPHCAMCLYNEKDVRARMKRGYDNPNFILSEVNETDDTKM
STAT1 blocker: STAT1 signaling inhibition | 200,000 compounds, 0.35% hits | NIH 3T3 STAT1-luciferase reporter, IFN-gamma, luminescence | inhibition, % at 5.5 µM | AID 920;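 active = inhibition above a set limit, the mean inhibition across all tested compounds plus 3 SD, cut at about 34% in these data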;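 note: 0% = IFN-gamma with DMSO and 100% = IFN-gamma with 300 µM nifuroxazide; values of inactives mirror those of a sister screen read the other way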
NF-kB neuron act: compounds increasing NF-kB expression in human neuronal cells | AID 1239 | NF-kB reporter expression; hits give high values | fold change at 12.5 µM | 190,000 compounds, 1.6% hits; in the data active = fold change above about 3.3
APP transl inh: APP translation inhibition. 190,000 compounds, 0.82% hits. inhibition, % at 2 µM. SH-SY5Y APP 5'UTR-luciferase reporter, luminescence;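 active = inhibition above a set limit, derived from the sample mean plus 3 SD, cut at about 45% in these data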; note: values of inactives mirror those of a sister screen read the other way
Numbers without * were called inactive.

CCOC(=O)Cn1cnc2c(cnn2-c2ccc(Cl)cc2)c1=O was read as FLuc inh counter 0, STAT3 activator 95, STAT3 blocker 9, FLuc act counter 1, APP 5'UTR act -5, STAT1 activator 106, STAT1 blocker -6, NF-kB neuron act 1.6 and APP transl inh 5.
COc1ccccc1OCCC(=O)Nc1cccc(S(=O)(=O)N2CCCCC2)c1 was read as FLuc inh counter -5, STAT3 activator 100, STAT3 blocker 2, FLuc act counter 1.1, APP 5'UTR act 10, STAT1 activator 98, ROMK mod -0.5, STAT1 blocker 1, NF-kB neuron act 0.92 and APP transl inh -10.
For CCOC(=O)C1=C(CC)Nc2ccccc2N=C1NC(=O)CCNC(C)=O the results were FLuc inh counter -10, STAT3 activator 94, STAT3 blocker 12, FLuc act counter 1.1, APP 5'UTR act 8, STAT1 activator 99, ROMK mod -0.012, STAT1 blocker -2, NF-kB neuron act 0.96 and APP transl inh -8.
N=c1c(C(=O)NCc2ccc(F)cc2)cc2c(=O)n3ccccc3nc2n1Cc1cccnc1 was read as FLuc inh counter -6, STAT3 activator 107, STAT3 blocker -2, FLuc act counter 1.1, APP 5'UTR act -4, STAT1 activator 103, ROMK mod -0.89, STAT1 blocker -3, NF-kB neuron act 0.59 and APP transl inh 4.
`O=C(NNC(=O)C(c1ccccc1)c1ccccc1)c1cccs1` gave FLuc inh counter -5, STAT3 activator 105, STAT3 blocker -4, FLuc act counter 1, APP 5'UTR act -4, STAT1 activator 102, STAT1 blocker -2, NF-kB neuron act 0.9 and APP transl inh 4.
`Cc1cc(NC(=O)CSc2nc(-c3ccccc3Cl)nc3c2c(=O)n(C)c(=O)n3C)no1` gave FLuc inh counter -4, STAT3 activator 106, STAT3 blocker 0, FLuc act counter 1, APP 5'UTR act 3, STAT1 activator 94, ROMK mod 0.84, STAT1 blocker 4, NF-kB neuron act 1 and APP transl inh -3.
Screening CCOC(=O)Cn1c(=O)n(CC(=O)OCC)c2ccccc21 returned FLuc inh counter -5, STAT3 activator 102, STAT3 blocker 2, FLuc act counter 1.1, APP 5'UTR act 30, STAT1 activator 99, STAT1 blocker 2, NF-kB neuron act 1.3 and APP transl inh -30.
For N#CC(C(=O)C12CC3CC(CC(C3)C1)C2)c1nc2ccccc2[nH]1 (configuration not stated) the results were FLuc inh counter 3, STAT3 activator 87, STAT3 blocker 20, FLuc act counter 1, APP 5'UTR act 12, STAT1 activator 112, STAT1 blocker -13, NF-kB neuron act 0.97 and APP transl inh -12.
Cn1c(=O)c2c(nc(Oc3ccc4ccccc4c3)n2C)n(C)c1=O was read as FLuc inh counter -2, STAT3 activator 91, STAT3 blocker 10, FLuc act counter 1, APP 5'UTR act -5, STAT1 activator 94, ROMK mod 0.83, STAT1 blocker 8, NF-kB neuron act 0.39 and APP transl inh 5.
`Cc1ccc(N2CCN(CCc3nc4cc(NC(=O)c5ccco5)ccc4n3C)CC2)cc1` gave FLuc inh counter -4, STAT3 activator 83, STAT3 blocker 22, FLuc act counter 1, APP 5'UTR act 10, STAT1 activator 91, ROMK mod -0.72, STAT1 blocker 9, NF-kB neuron act 0.76 and APP transl inh -10.

The last 2 entries of the section above open the next one.
Cn1c(=O)c2c(nc(Oc3ccc4ccccc4c3)n2C)n(C)c1=O was read as FLuc inh counter -2, STAT3 activator 91, STAT3 blocker 10, FLuc act counter 1, APP 5'UTR act -5, STAT1 activator 94, ROMK mod 0.83, STAT1 blocker 8, NF-kB neuron act 0.39 and APP transl inh 5.
`Cc1ccc(N2CCN(CCc3nc4cc(NC(=O)c5ccco5)ccc4n3C)CC2)cc1` gave FLuc inh counter -4, STAT3 activator 83, STAT3 blocker 22, FLuc act counter 1, APP 5'UTR act 10, STAT1 activator 91, ROMK mod -0.72, STAT1 blocker 9, NF-kB neuron act 0.76 and APP transl inh -10.
Cn1c(COc2ccccc2)nnc1SCCN1CCOCC1 was read as FLuc inh counter -3, STAT3 activator 98, STAT3 blocker 7, FLuc act counter 1, APP 5'UTR act -6, STAT1 activator 97, STAT1 blocker 4, NF-kB neuron act 1.1 and APP transl inh 6.
Cc1onc(-c2c(F)cccc2Cl)c1C(=O)NC1CCSC1=O (configuration not stated) was read as FLuc inh counter 0, STAT3 activator 97, STAT3 blocker 9, FLuc act counter 1, APP 5'UTR act -3, STAT1 activator 95, ROMK mod -0.49, STAT1 blocker 5, NF-kB neuron act 1.1 and APP transl inh 3.
For COc1ccc(CN2CCNC(=O)C2CC(=O)NCc2csc(C(C)C)n2)c(OC)c1 (configuration not stated) the results were FLuc inh counter -7, STAT3 activator 106, STAT3 blocker -5, FLuc act counter 1.1, APP 5'UTR act 27, STAT1 activator 102, ROMK mod 1, STAT1 blocker -4, NF-kB neuron act 0.88 and APP transl inh -27.
Cc1ccc(C)c(Cn2c(=O)c3c(nc4n3CCN4Cc3ccco3)n(C)c2=O)c1 was read as FLuc inh counter 1, STAT3 activator 101, STAT3 blocker 5, FLuc act counter 1, STAT1 activator 100, STAT1 blocker 0 and NF-kB neuron act 1.5.
`Cc1cc(=O)oc2ccc(OCC(=O)N3CCC(C)CC3)cc12` gave FLuc inh counter -6, STAT3 activator 135*, STAT3 blocker -35, FLuc act counter 1.1, APP 5'UTR act 7, STAT1 activator 99, STAT1 blocker 1, NF-kB neuron act 0.49 and APP transl inh -7.
For Cc1cccc(C(=O)N2CCC(n3nnc4cc(F)ccc43)CC2)c1 the results were FLuc inh counter -5, STAT3 activator 101, STAT3 blocker 4, FLuc act counter 1, APP 5'UTR act 7, STAT1 activator 100, STAT1 blocker 0, NF-kB neuron act 0.97 and APP transl inh -8.
For COc1ccc(CCNC(=O)c2[nH]c(C)c(C(C)=O)c2C)cc1 the results were FLuc inh counter -10, STAT3 activator 95, STAT3 blocker 10, FLuc act counter 1.1, APP 5'UTR act -13, STAT1 activator 94, ROMK mod 1.2, STAT1 blocker 6, NF-kB neuron act 0.79 and APP transl inh 12.
`CC1(C)[N+]([O-])=C2C(=[N+]([O-])C1(C)C)c1ccccc1/C2=N\O` gave FLuc inh counter -4, STAT3 activator 103, STAT3 blocker 3, FLuc act counter 1, STAT1 activator 98, STAT1 blocker 2 and NF-kB neuron act 0.99.
COc1ccc(C2SCC(=O)N2CCCN(C)C)cc1 (configuration not stated) was read as FLuc inh counter -4, STAT3 activator 92, STAT3 blocker 15, FLuc act counter 1, APP 5'UTR act 2, STAT1 activator 101, ROMK mod 0.79, STAT1 blocker -1, NF-kB neuron act 1.1 and APP transl inh -2.
O=C1c2ccccc2C(=O)N1CCCc1nc(-c2ccncc2)no1 was read as FLuc inh counter -4, STAT3 activator 95, STAT3 blocker 10, FLuc act counter 1, APP 5'UTR act -2, STAT1 activator 95, STAT1 blocker 5, NF-kB neuron act 1 and APP transl inh 2.
Screening CCn1c(COc2ccc(OC)cc2)nnc1SCC(=O)Nc1cc(OC)ccc1OC returned FLuc inh counter -8, STAT3 activator 97, STAT3 blocker 8, FLuc act counter 1.1, APP 5'UTR act 18, STAT1 activator 98, STAT1 blocker 2, NF-kB neuron act 1.1 and APP transl inh -18.
`Cc1ccc(S(=O)(=O)Nc2nsc(N)n2)cc1` gave FLuc inh counter 0, STAT3 activator 93, STAT3 blocker 13, FLuc act counter 1, APP 5'UTR act -4, STAT1 activator 101, STAT1 blocker -3, NF-kB neuron act 1.5 and APP transl inh 4.
For CCOC(=O)c1c(NC(C)=O)sc2c(O)c(CN3CCN(CC)CC3)ccc12 the results were FLuc inh counter -11, STAT3 activator 93, STAT3 blocker 12, FLuc act counter 1.1, APP 5'UTR act 7, STAT1 activator 106, STAT1 blocker -7, NF-kB neuron act 1.3 and APP transl inh -7.
For O=S(=O)(c1ccc(Cl)cc1)N1CCCC(C(F)(F)F)C1 (configuration not stated) the results were FLuc inh counter -2, STAT3 activator 100, STAT3 blocker 8, FLuc act counter 1, APP 5'UTR act -3, STAT1 activator 94, ROMK mod 0.56, STAT1 blocker 6, NF-kB neuron act 1.2 and APP transl inh 3.
`C=CCn1c(SCC(=O)Nc2nc(C)cs2)nnc1C(CO)NC(=O)c1ccccc1` (configuration not stated) gave FLuc inh counter -6, STAT3 activator 110, STAT3 blocker -8, FLuc act counter 1.1, APP 5'UTR act -15, STAT1 activator 105, ROMK mod -0.0078, STAT1 blocker -4, NF-kB neuron act 1.1 and APP transl inh 15.
`O=C(CCCOc1ccc(Cl)cc1Cl)NNC(=O)c1ccc(NC(=O)c2ccccc2)cc1` gave FLuc inh counter -4, STAT3 activator 105, STAT3 blocker -4, FLuc act counter 1, APP 5'UTR act 14, STAT1 activator 101, STAT1 blocker -1, NF-kB neuron act 0.93 and APP transl inh -14.
Screening COc1ccc(/C=N/Nc2ccc([N+](=O)[O-])cc2S(=O)(=O)N2CCN(C)CC2)cc1 returned FLuc inh counter 8, STAT3 activator 102, STAT3 blocker -2, FLuc act counter 0.9, STAT1 activator 107, ROMK mod -0.68, STAT1 blocker -8 and NF-kB neuron act 5.5*.
Screening Clc1ccc(CSc2ccc(-c3cccnc3)nn2)cc1 returned FLuc inh counter -2, STAT3 activator 85, STAT3 blocker 21, FLuc act counter 1, APP 5'UTR act -2, STAT1 activator 101, ROMK mod -2.2, STAT1 blocker -1, NF-kB neuron act 1.1 and APP transl inh 2.
c1ccc(Oc2ncnc3oc(-c4ccccc4)cc23)cc1 was read as FLuc inh counter -6, STAT3 activator 97, STAT3 blocker 6, FLuc act counter 1.1, APP 5'UTR act -10, STAT1 activator 103, STAT1 blocker -3, NF-kB neuron act 1.7 and APP transl inh 10.
For Cc1ccc(-n2nnnc2SCC(=O)NC(C(=O)O)(c2ccccc2)c2ccccc2)cc1C the results were FLuc inh counter -4, STAT3 activator 103, STAT3 blocker 1, FLuc act counter 1, APP 5'UTR act 8, STAT1 activator 101, ROMK mod 0.025, STAT1 blocker -3, NF-kB neuron act 1.5 and APP transl inh -8.
`COc1ccc(CCNC(=O)CSc2nnnn2Cc2ccc3c(c2)OCO3)cc1OC` gave FLuc inh counter -5, STAT3 activator 104, STAT3 blocker 4, FLuc act counter 1.1, APP 5'UTR act 8, STAT1 activator 99, STAT1 blocker 1, NF-kB neuron act 1.1 and APP transl inh -8.
Screening COc1ccc(N=c2oc3c(OC)cccc3cc2C(=O)NCc2ccco2)cc1OC returned FLuc inh counter 0, STAT3 activator 107, STAT3 blocker -1, FLuc act counter 1, APP 5'UTR act -11, STAT1 activator 98, STAT1 blocker 3, NF-kB neuron act 0.75 and APP transl inh 11.
`COc1ccc(CCN2C(=O)CSC2c2ccc(OC)c(OC)c2)cc1OC` (configuration not stated) gave FLuc inh counter -7, STAT3 activator 98, STAT3 blocker 5, FLuc act counter 1.1, APP 5'UTR act 1, STAT1 activator 98, ROMK mod 0.039, STAT1 blocker 0, NF-kB neuron act 0.92 and APP transl inh -2.
For CCC(=O)Nc1ccc(/C(C)=N\NC(=O)c2ccc(OC)cc2)cc1 the results were FLuc inh counter -8, STAT3 activator 101, STAT3 blocker 3, FLuc act counter 1.1, APP 5'UTR act 9, STAT1 activator 110, ROMK mod 1.8, STAT1 blocker -11, NF-kB neuron act 0.82 and APP transl inh -9.
N#Cc1sc2nc3c(c(-c4cccnc4)c2c1N)CCC3 was read as FLuc inh counter -6, STAT3 activator 94, STAT3 blocker 10, FLuc act counter 1.1, APP 5'UTR act 3, STAT1 activator 102, STAT1 blocker -3, NF-kB neuron act 1 and APP transl inh -3.
Screening O=c1cc(CO)oc(C(Nc2ccccn2)c2ccccc2F)c1O (configuration not stated) returned STAT3 activator 95, STAT3 blocker 12, APP 5'UTR act -1, STAT1 activator 91, STAT1 blocker 10 and APP transl inh 0.

Assay outcomes as filed in PubChem BioAssay.
